Source: PubChem
Vc quorum ag: inducers of Vibrio cholerae quorum light production without autoinducers, primary screen, BH1578 luxS cqsA deficient, single point; V. cholerae BH1578 lux reporter, luminescence, 6 h; activation, % at 18.7 µM; 350,000 compounds, 0.16% hits; AID 588436, 2011; in the data active = activation mostly above about 9.7%, no sharp cut-off; also: not every result past the cut was called active; inactives centre near 0; reference of the scale not given here
SARS 3CLpro inh: SARS-CoV 3CLpro protease inhibitors, primary screen, biochemical, quenched FRET; recombinant SARS-CoV 3CLpro, quenched FRET peptide cleavage; inhibition, % at 6 µM; Replicase polyprotein 1ab (Severe acute respiratory syndrome coronavirus), P0C6X7; 290,000 compounds, 0.14% hits; in the data active = inhibition above about 12%
PriA SSB inh: inhibitors of Klebsiella pneumoniae PriA binding to SSB C-terminal tail, primary screen, biochemical, AlphaScreen; AlphaScreen SSBct-PriA binding, biotinylated peptide; AID 1272365, 2023; inhibition, % at 33 µM; 430,000 compounds, 0.6% hits; in the data active = inhibition mostly above about 37%, no sharp cut-off; inactive = mostly below about 20%;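 also: plate controls were negative control peptide for no effect and reference peptide for full effect; strong numbers were not always called active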
Rv3671c inh: Rv3671c serine protease inhibitors, primary screen, biochemical, fluorescence polarization, M. tuberculosis H37Rv. 320,000 compounds, 0.048% hits. P9WHR9. inhibition, % at 5.96 µM. AID 2606, 2010; in the data active = inhibition above about 38%;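 also: extracellular domain of Rv3671c used as enzyme; 0% = enzyme with DMSO and 100% = no enzyme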
TcdB inh: TcdB glycohydrolase inhibitors, primary screen, biochemical, single point, plate reader | Toxin B (Clostridioides difficile), P18177 | TcdB glycohydrolase enzymatic assay | inhibition, % at 9.99 µM | 350,000 compounds, 0.24% hits | AID 652162, 2013; in the data active = inhibition above about 10%
DUSP3 inh: VHR1 phosphatase inhibitors, primary screen, biochemical, absorbance, uHTS; Dual specificity protein phosphatase 3 (Homo sapiens), P51452; AID 1654, 2009; inhibition, % at 13.3 µM; 290,000 compounds, 0.52% hits; recombinant VHR phosphatase, pNPP absorbance; in the data active = inhibition above about 50%; also: some compounds called inactive have numbers as strong as hits
Target sequence (P51452 whole entry, looked up): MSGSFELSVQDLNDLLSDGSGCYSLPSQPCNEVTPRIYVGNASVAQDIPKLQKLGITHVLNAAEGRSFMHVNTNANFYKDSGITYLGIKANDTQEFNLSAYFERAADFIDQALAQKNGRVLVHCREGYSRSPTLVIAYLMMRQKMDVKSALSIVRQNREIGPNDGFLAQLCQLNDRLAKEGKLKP
PfHsp40 yeast: rescue of yeast from PfHsp40 toxicity, primary screen, S. cerevisiae, ATP luminescence. AID 504582, 2011. S. cerevisiae expressing PfHsp40, growth rescue. growth rescue, % at 12.5 µM. 340,000 compounds, 0.68% hits; in the data active = growth rescue above about 28%, passing the limit was not always enough;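 also: yeast W303a lacking pdr1 and pdr3 grown in galactose medium; growth measured after three days at 30 °C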
Y pestis TopoI: Yersinia pestis topoisomerase I inhibitors, primary screen, biochemical, cleavage product accumulation, plate reader, single point | Y. pestis Topo-I cleavage product accumulation | activity, % at 10 µM | 360,000 compounds, 0.064% hits | AID 504884, 2011; in the data active = activity above about 50%, passing the limit was not always enough; also: inactives centre near 2
MazF activator: activators of E. coli MazEF toxin-antitoxin RNase, primary screen, biochemical, fluorescence, uHTS | FAM/BHQ RNA-DNA oligo cleavage fluorescence, 5 h | activation, % at 20 µM | 350,000 compounds, 0.32% hits | AID 504720, 2011; in the data active = activation above about 50%
Target sequence (P0AE70 whole entry, looked up): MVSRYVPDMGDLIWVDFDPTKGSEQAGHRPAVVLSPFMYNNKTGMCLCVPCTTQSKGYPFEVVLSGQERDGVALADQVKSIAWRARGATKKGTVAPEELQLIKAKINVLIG
Anthrax LF inh2: Bacillus anthracis LF protease inhibitors, primary screen, biochemical, multiplex microsphere, MLPCN library. inhibition, % at 10 µM. Lethal factor (Bacillus anthracis), P15917. AID 588501, 2011. multiplex microsphere protease cleavage assay. 360,000 compounds, 0.12% hits; in the data active = inhibition above about 30%; also: plate controls were buffer without enzyme for full effect and enzyme alone for no effect
Target sequence (P15917 whole entry, looked up): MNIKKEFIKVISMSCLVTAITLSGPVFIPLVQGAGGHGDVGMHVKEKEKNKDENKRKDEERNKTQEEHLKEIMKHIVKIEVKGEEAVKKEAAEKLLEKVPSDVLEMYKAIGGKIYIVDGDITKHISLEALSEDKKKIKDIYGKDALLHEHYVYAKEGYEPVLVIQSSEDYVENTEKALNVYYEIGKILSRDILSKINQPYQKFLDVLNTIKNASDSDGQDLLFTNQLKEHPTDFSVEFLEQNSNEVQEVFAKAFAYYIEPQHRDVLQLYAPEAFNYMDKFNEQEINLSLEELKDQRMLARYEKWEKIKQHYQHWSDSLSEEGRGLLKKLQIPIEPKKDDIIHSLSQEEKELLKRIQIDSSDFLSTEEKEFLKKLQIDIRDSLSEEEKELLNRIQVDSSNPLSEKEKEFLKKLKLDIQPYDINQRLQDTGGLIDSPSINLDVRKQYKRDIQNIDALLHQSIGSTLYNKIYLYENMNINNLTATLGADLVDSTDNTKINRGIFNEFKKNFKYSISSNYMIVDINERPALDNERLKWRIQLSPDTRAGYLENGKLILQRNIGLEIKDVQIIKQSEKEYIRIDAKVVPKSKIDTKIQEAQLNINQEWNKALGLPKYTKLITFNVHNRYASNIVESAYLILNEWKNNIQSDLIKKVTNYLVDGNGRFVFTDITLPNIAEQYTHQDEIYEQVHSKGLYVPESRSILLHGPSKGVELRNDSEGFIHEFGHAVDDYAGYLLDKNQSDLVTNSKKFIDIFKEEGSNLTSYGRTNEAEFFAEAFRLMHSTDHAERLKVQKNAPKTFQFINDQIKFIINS
Starred values were filed as active, the others as inactive; i = inactive; nt = not tested or not shown; & = joins results of further samples. A portion of the library; the hit share may differ from the screen's.

Results follow in this order: PfHsp40 yeast	Anthrax LF inh2	Y pestis TopoI	TcdB inh	PriA SSB inh	MazF activator	Rv3671c inh	Vc quorum ag	SARS 3CLpro inh	DUSP3 inh
CCOC(=O)C1CCCN(C(=O)c2ccc(OC)cc2OC)CC1 (stereo unspecified)
 : nt	8	-5	1.5	nt	nt	nt	-1.1	nt	nt
O=C(Nc1ccccc1)c1cc(C2COCCN2C(=O)c2cccs2)on1 (stereo unspecified)
 : nt	-1	5	1.9	nt	nt	nt	0.4	nt	nt
Cc1cc(C=C2C(=O)N(C)C(=O)N(C)C2=O)c(C)n1-c1ccccc1
 : -0.5	-2	-2	nt	3	-9	-2	-0.1	2	14
CC[N+](CC)(CC#Cc1ccccc1)CC(=O)c1ccc(Cl)cc1
 : -1.7	-1	17	0.5	0	12	-2	0.3	1	7
Cc1ccc(OCC(=O)O/N=C(\N)c2ccccn2)cc1C
 : nt	-4	9	0.2	i	7	-7	i	2	5
CSc1ccccc1OCc1cc(C(=O)N2CCC[C@H]2C(N)=O)no1
 : 0.9	-2	4	0.9	-23	1	5	i	-6	14
O=C(NCc1ccccn1)c1nnc(Cc2ccc(Cl)cc2)o1
 : 0.2	-8	8	0.6	-16	-2	9	-0.3	-5	11
CCN(CC)c1ccc(/C=N/NC(=S)NCc2ccco2)cc1
 : -0.4	-2	4	-0.6	nt	5	9	-0.7	-2	-11
CNc1ncnc2c1ncn2[C@H]1CN(Cc2cccs2)C[C@@H](CO)O1
 : nt	-8	1	1.5	nt	nt	nt	-0.3	nt	nt
Cc1c(C(=O)c2cccc(F)c2)c2ccccn2c1CCC#N
 : -0.1	-6	3	2.6	13	9	-3	-0.7	5	22
COc1cccc(CN(C)C(=O)CSCC(=O)Nc2cccc(C)c2)c1OC
 : 1.3	-6	15	1.1	1	1	10	-0.3	nt	nt
CC(C)[C@H]1COCCS(=O)(=O)N1Cc1cccc(Cl)c1
 : -0.9	-5	27	2.8	-12	0	0	-0.4	-8	5
Cc1ccc(SCC(=O)N2CCOCC2)cc1
 : 0.1	-5	-8	nt	4&-3	-7	-4	i	-2	4
CC(C)CN1CC(C)C(=O)N(c2ccccc2)C1=O (stereo unspecified)
 : 0.7	3	14	-0.6	-5	6	nt	i	nt	nt
Nc1nc(N2CCCCC2)nc2ccccc12
 : 0.2	-4	2	nt	-9	1	-1	nt	2	10
CCC(CC)C(=O)Nc1nnc(SCC(=O)NC2CCCCC2)s1
 : 0.0	0	-5	0.6	2	12	2	-0.6	3	-11
C/C(CC(=O)NC(C)C)=N\NC(=O)COc1cc(C)c(Br)cc1Br
 : -1.8	-1	-5	nt	nt	-6	0	-0.4	8	-6
Cc1cc(NC(=O)CSc2nncc(=O)n2N)no1
 : 1.6	-2	4	4.2	-7&-11	7	0	i	-2	26
CC(C)(C)c1ccc(C(=O)O[C@H]2[C@H](Cc3ccccc3)NS(=O)(=O)[C@H]3C[C@@H]4C=C[C@]23O4)cc1
 : -0.2	-1	22	1.1	3	-6	-31	-1.2	nt	nt
Cc1ccc(-c2nc(CS(=O)(=O)CC(=O)NCCN3CCCC3)c(C)o2)cc1
 : -0.1	-2	5	-2.3	10	10	-1	i	5	21
O=C(Nc1ccccc1Cl)NC1(C(=O)NCCCN2CCOCC2)CCCCC1
 : -1.1	-2	-3	nt	8	2	13	-0.3	-3	21
O=C(/C=C/c1ccc([N+](=O)[O-])cc1)c1cccs1
 : 0.3	4	-1	-4.6	10	0	-20	-0.4	6	-1
CN(c1ccccc1)S(=O)(=O)c1cccc(C(=O)NNC(=O)c2ccccc2)c1
 : -0.2	-7	5	0.1	-8	-1	6	-0.3	0	0
Cc1ccc(C)c(C(=O)COC(=O)c2cccc(N3C(=O)c4c(C)nc5ccccc5c4C3=O)c2)c1
 : 1.7	0	3	nt	-7	1	0	i	1	-1
CN(Cc1ccccc1)C(=O)c1nc2ccccn2c1CN1CCC(N2CCOCC2)CC1
 : 1.0	4	-9	0.6	7	1	5	-0.4	-3	19
CC(=O)c1ccc(NC(=S)Nc2ccc3[nH]c(=O)[nH]c3c2)cc1
 : 0.5	1	0	-2.9	-8	6	-7	-0.2	-1	14
O=C(CSC1=NS(=O)(=O)c2cc(F)ccc2N1)Nc1ccccc1F
 : 0.1	0	-2	-2.8	-9	-10	-4	-0.7	nt	nt
CCOC(=O)C1CCCN(C(=S)NC2CCCC2)C1 (stereo unspecified)
 : 0.6	-1	-5	-8.4	-8	4	-3	-0.2	0	15
COc1ccc(/C=N/N2CCN(Cc3ccc(C)cc3)CC2)cc1Br
 : -0.5	-6	5	1.2	nt	-3	1	i	-3	19
O=C(Nc1cccc(S(=O)(=O)Nc2ccc(Cl)cc2)c1)c1cc2c(s1)CCCC2
 : 0.5	-1	1	nt	-14	9	-292	-0.4	5	8
CC1(C)CC(=O)C(N=Nc2cccc([N+](=O)[O-])c2)=C(O)C1
 : -1.7	-10	6	1.4	-2	0	-1	-0.4	6	-10
COc1cccc(C2CC(c3ccccc3)=NN2S(=O)(=O)c2ccc(C)cc2)c1OC (stereo unspecified)
 : -1.0	32*	-5	0.3	7	-25	-11	i	7	45
O=C(NCCCN1CCC(Cc2ccccc2)CC1)c1ccc(CS(=O)c2ccccc2Cl)o1 (stereo unspecified)
 : nt	-2	24	2.8	nt	2	nt	i	nt	nt
COC(=O)c1nn(-c2ccc(OC)cc2)c(=O)cc1O
 : -0.7	-1	9	1.1	-29	-13	6	-0.5	0	2
O=c1cc(O)nc(SCc2ccccc2)n1-c1ccc(F)cc1
 : 1.5	-2	10	nt	-4	-1	-18	3.8	-1	30
O=C(O)[C@H]1CCCC[C@H]1C(=O)NCCNC(=O)[C@@H]1CCCC[C@@H]1C(=O)O
 : -1.8	-2	-6	nt	-4	-11	-4	i	6	0
CNS(=O)(=O)c1cccc2cccnc12
 : -0.8	-1	-3	nt	4	3	-2	-0.3	-2	3
COc1ccccc1-c1noc(CCCC(=O)NC2CCCCC2)n1
 : 0.3	1	-7	-0.2	-2	2	-2	-2.8	-3	25
CCOC(=O)C(C(=O)OCC)N(C#N)c1nc(SC)nc(N(C)C)n1
 : 0.5	6	4	nt	1	1	-10	5.0	-7	14
CCC(CC)C(=O)Nc1cccc(C(=O)Nc2ccc(S(N)(=O)=O)cc2)c1
 : -1.1	-6	0	1.6	-5	3	3	-0.4	1	40
CSc1nc2nc(C(F)(F)F)cc(-c3ccccc3)n2n1
 : -0.7	2	-6	nt	-10	7	-7	-7.1	3	20
Cc1nnc(SCC(=O)NCCC2=CCCCC2)[nH]c1=O
 : 0.1	4	-1	1.4	12	1	8	0.4	nt	nt
CCC(=O)c1ccc(OC(C)C(=O)NC2(C#N)CCCCC2)cc1 (stereo unspecified)
 : -1.0	4	4	-0.3	-14	5	-2	1.6	-2	-5
Cc1cc(C(=O)Nc2sc(C)c(C)c2C#N)c(C)o1
 : 0.6	2	9	nt	-5	7	-8	i	4	12
COc1ccc(CN2CCN(CC3CC3)CC2CCO)c(C)c1C (stereo unspecified)
 : -1.1	43*	3	1.4	0	3	3	-0.4	-3	-8
COc1ccc(NC(=O)c2ccc(NC(=O)c3cccnc3)cc2)cc1
 : nt	0	2	-0.7	nt	-7	nt	-0.7	nt	nt
CCc1ccccc1NC(=O)CCCSc1nc2ccccc2s1
 : -1.0	1	13	0.5	-21	6	-7	-0.4	2	4
O=C(OCCN1C(=O)CCC1=O)c1ccc(S(=O)(=O)N2CCCCC2)cc1
 : -0.1	2	-4	nt	5	1	4	0.6	8	29
O=C(COc1ccc(S(=O)(=O)N2CCOCC2)cc1)N1CCOCC1
 : -1.6	-13	4	1.3	-8	0	1	i	nt	nt
COc1ccc(S(=O)(=O)N2CCOCC2)cc1NC(=O)CSc1cccc[n+]1[O-]
 : 1.7	-7	3	1.1	-3	5	9	-0.3	4	17
CN1CCN(S(=O)(=O)c2cccc(C(=O)N3CCc4ccccc43)c2)CC1
 : -1.7	-4	6	-0.2	-8	-2	11	-0.3	7	48
Cc1cc(C)c2c(c1)NC(c1cc3c(cc1Br)OCO3)C1CC=CC21 (stereo unspecified)
 : -1.3	-10	-17	nt	44	9	-20	i	9	26
O=C1C=C(Nc2ccc(Cl)cc2)C(=O)N1c1ccc(Cl)cc1
 : 0.4	0	2	1.2	1	16	-4	2.0	-4	-4
CSCCC(NC(=O)c1ccccc1Br)C(=O)N1CCN(C/C=C/c2ccccc2)CC1 (stereo unspecified)
 : 1.3	-8	35	0.7	9	5	nt	-2.7	nt	nt
CCCn1c(SCC(=O)Nc2cc(C(=O)O)ccc2C)nc2sc3c(c2c1=O)CCC3
 : 0.0	-3	6	0.0	-8	-2	-5	-1.9	nt	nt
CCc1nc2c(OCc3ccccc3C(=O)OC)cccn2c1N(C)C(=O)CC(C)C
 : nt	2	30	0.1	nt	nt	nt	-0.3	nt	nt
O=C(NC1CC1)c1cccc(-c2cncc3nccn23)c1
 : nt	-7	-3	0.0	nt	nt	nt	i	nt	nt
CCCNCC1C(Oc2ccc(Cl)cc2)C(=O)N1c1ccccc1C (stereo unspecified)
 : -1.3	-2	5	0.8	5	0	6	-0.6	-3	-1
Cc1ccc(CCNC(=O)C2CC(=O)N(C3CCCCC3)C2)cc1 (stereo unspecified)
 : 1.1	1	10	3.5	-7	7	-6	5.3	-5	7
O=C(NCCOc1ccccc1F)Nc1ccc(Br)cc1
 : 0.3	-3	20	1.3	-7	5	-8	-0.8	2	16

(list continues)
Results follow in this order: PfHsp40 yeast	Anthrax LF inh2	Y pestis TopoI	TcdB inh	PriA SSB inh	MazF activator	Rv3671c inh	Vc quorum ag	SARS 3CLpro inh	DUSP3 inh
CCN(CC)S(=O)(=O)c1ccc(C(=O)NNC(=O)C2COc3ccccc3O2)cc1 (stereo unspecified)
 : -0.4	-2	16	-1.8	3	8	4	i	nt	nt
COc1ccccc1CP(=O)(c1ccccc1)c1ccccc1
 : 21	0	9	nt	-12	5	-4	-0.2	0	-13
C/C(=N\NC(=O)CCC(=O)NCc1ccccc1)c1ccco1
 : 0.4	0	1	1.2	nt	-2	nt	5.0	0	6
O=C(NC(=S)Nc1ccc(Oc2ccccc2)cc1)c1ccc(Cl)cc1
 : -1.0	-4	16	nt	0	-1	-27	-1.7	2	22
CCc1nc2ccc(C(=O)NC3CCN(Cc4ccccc4)CC3)cn2c1N(C)Cc1cccs1
 : nt	-3	19	0.1	nt	nt	nt	-0.3	nt	nt
COc1ccc(N2CCN(C(=O)CNC(=O)Cn3c(C)cc4ccccc4c3=O)CC2)cc1
 : -1.1	-3	-5	nt	-8	4	1	0.4	-2	22
CCN(CC)C(=S)SCC(=O)c1c(C)[nH]c2ccccc12
 : -0.6	0	-2	nt	-3	-4	-14	i	2	-1
Cc1cccc(-c2nc(CS(=O)CC(=O)NCCCSC3CCCCC3)c(C)o2)c1 (stereo unspecified)
 : 1.0	-3	27	nt	-21	-2	2	i	5	25

Another view of 2 compounds above.
compound: CCN(CC)S(=O)(=O)c1ccc(C(=O)NNC(=O)C2COc3ccccc3O2)cc1 (stereo unspecified)
- PfHsp40 yeast: -0.4
- Anthrax LF inh2: -2
- Y pestis TopoI: 16
- TcdB inh: -1.8
- PriA SSB inh: 3
- MazF activator: 8
- Rv3671c inh: 4
- Vc quorum ag: i
- SARS 3CLpro inh: nt
- DUSP3 inh: nt

compound: CCN(CC)C(=S)SCC(=O)c1c(C)[nH]c2ccccc12
- PfHsp40 yeast: -0.6
- Anthrax LF inh2: 0
- Y pestis TopoI: -2
- TcdB inh: nt
- PriA SSB inh: -3
- MazF activator: -4
- Rv3671c inh: -14
- Vc quorum ag: i
- SARS 3CLpro inh: 2
- DUSP3 inh: -1
